DRD3 agonist: agonists of human D3 dopamine receptor | D3R DiscoveRx beta-arrestin cells, luminescence, 90 min | 410,000 compounds, 0.58% hits | max activation, % | AID 652048 | P35462; in the data active = max activation above about 30%; also: 0% is about no effect; mostly tested at two doses, the higher about 12 µM
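Agonist-mode cell screen: cells plated at 1500/well and incubated overnight at 37 °C, then exposed to library compounds for 90 min at 37 °C. Detection reagent was added for 30–60 min at room temperature, and luminescence was read.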
PLK1 PBD block: inhibitors of human PLK1 polo-box domain binding | Plk1 PBD binding of FITC phosphopeptide, fluorescence polarization | Potency, µM, for the others: max response, negative = inhibition, most hits filed as inhibitors | 360,000 compounds, 2.8% hits | AID 720504; also: potency is read from the fitted curve at half-maximal effect; series mostly up to about 57 µM; % is scaled to controls: 0 for no effect and ±100 for the full control effect; nearly all actives have a fitted effect of over 65% in size
Target sequence (P53350 whole entry, looked up, the tested form may be a part): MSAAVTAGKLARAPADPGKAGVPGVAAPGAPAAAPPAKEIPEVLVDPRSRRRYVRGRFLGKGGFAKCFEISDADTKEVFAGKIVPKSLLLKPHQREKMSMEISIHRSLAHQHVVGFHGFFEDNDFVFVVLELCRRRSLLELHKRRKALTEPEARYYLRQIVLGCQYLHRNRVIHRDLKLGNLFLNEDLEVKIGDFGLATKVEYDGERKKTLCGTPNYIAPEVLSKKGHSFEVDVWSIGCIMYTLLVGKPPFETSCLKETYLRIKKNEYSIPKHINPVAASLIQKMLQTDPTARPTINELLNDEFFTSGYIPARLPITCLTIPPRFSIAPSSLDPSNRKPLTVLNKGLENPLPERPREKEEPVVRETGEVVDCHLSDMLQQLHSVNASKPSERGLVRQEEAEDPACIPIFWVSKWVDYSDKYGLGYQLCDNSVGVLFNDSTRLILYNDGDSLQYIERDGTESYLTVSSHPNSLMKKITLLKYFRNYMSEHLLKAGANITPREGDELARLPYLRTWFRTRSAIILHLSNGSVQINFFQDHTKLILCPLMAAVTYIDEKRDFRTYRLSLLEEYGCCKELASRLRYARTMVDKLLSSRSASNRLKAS
HEK293 tox: cytotoxic in the GLP-1 receptor inverse agonist counter-screen; 410,000 compounds, 0.13% hits; HEK293 cAMP-luciferase reporter cells, luminescence, 24 h; AID 624418; Potency, µM (doses to about 38.3 µM), inactives show at the top dose activity change, negative = inhibition, hits mostly inhibitors;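 also: loss of luciferase light is scored as toxicity; potency is read from the fitted curve at half-maximal effect; % is scaled to controls: 0 for no effect and ±100 for the full control effect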
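Step one: seed cells (200 cells/uL, DMEM with 10% Nu serum, 1% pen-strep). Step two: 12-hour incubation at 37 deg C. Step three: pin 23 nL compound, incubate 24 hr. Step four: add luciferase reagent, read luminescence 12 min later.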
IL2 activator: activators of IL-2 | IL-2 activation reporter assay, cell-based qHTS; stimulated with anti-CD3/CD4/CD28 beads; in transgenic mouse T cells | activation, % (series mostly up to about 46 µM) | 360,000 compounds, 0.065% hits | AID 652025; in the data active = activation above about 50%; inconclusive = mostly about 30% to 49%; also: 0% is about no effect
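Quantitative HTS in unstimulated transgenic mouse T cells, with memory T cells as non-tolerant control and PMA/ionomycin as tolerance-bypass control. Compound pretreatment lasted 60 minutes before 18 h bead stimulation; EGFP/DsRed fluorescence read.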
GLP1R ag: GLP-1 receptor (human) agonism | P43220 | HEK293 GLP-1R CRE-luciferase, luminescence, 4-6 h; cells express a hypersensitive GLP-1R form | Potency, µM (doses to about 45.6 µM), for inactives: at the highest dose activation, hits mostly activators | 380,000 compounds, 0.007% hits; also: potency is read from the fitted curve at half-maximal effect; % of control where 0% means no effect
WRN helicase inh: inhibitors of human WRN helicase. WRN helicase unwinding, fluorescent forked duplex, kinetic. AID 651768. Potency, µM (series often up to 114 µM), inactives show at the top dose activity change, negative = inhibition, most hits filed as inhibitors. 360,000 compounds, 0.46% hits; also: potency is read from the fitted curve at half-maximal effect; % is scaled to controls: 0 for no effect and ±100 for the full control effect; nearly all actives have a fitted effect of over 55% in size
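Screening of the MLSMR collection measured strand separation of a quenched forked DNA duplex (100 nM) by 20 nM WRN with 2 mM ATP, all final. Compounds were preincubated with enzyme 15 min at room temperature.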
DRD3 antagonist: antagonists of human D3 dopamine receptor; P35462; D3R cells, DiscoveRx beta-arrestin luminescence, antagonist mode; active compounds read low; max response, negative = inhibition, %; 360,000 compounds, 2.5% hits; AID 652054; in the data active = max response below about -50%; inconclusive = no clear call, values can overlap the other calls; also: % is scaled to controls: 0 for no effect and ±100 for the full control effect; mostly tested at two doses, the higher about 12 µM
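Cells expressing the human receptor were seeded at 1500 cells/well, incubated overnight at 37 degrees C in 5% CO2, then exposed to library compounds with dopamine controls for 90 minutes at 37 degrees C before luminescent detection.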
GLP1R inv ag: acts as inverse agonist at human GLP-1 receptor | 410,000 compounds, 1.6% hits | HEK293 GLP-1R CRE-luciferase, luminescence, 24 h; GLP-1R form is constitutively active | Potency, µM (titrated, usually from 38.3 µM), for the others: at the highest dose activity change, negative = inhibition, most hits filed as inhibitors | P43220; also: potency is read from the fitted curve at half-maximal effect; % is scaled to controls: 0 for no effect and ±100 for the full control effect; nearly all actives have a fitted effect of over 55% in size
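Stable HEK293 clone (constitutively active GLP-1R + cAMP-response luciferase); 200 cells/uL plated, 12 h pre-culture, compound 24 hr, 37 deg C/5% CO2; detection reagent 12 min RT; luminescence.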
PI5P4Ka inh: blocks human PI5P4K alpha kinase activity; P48426; PI5P4Kalpha enzyme, ADP-Glo luminescence, 60 min; active compounds read low; max response, %; 330,000 compounds, 1.2% hits; active = max response of -50% or lower; inconclusive = between -30% and -50%; inactive = -30% or higher; also: value at the top dose of about 77 µM; % is scaled to controls: 0 for no effect and ±100 for the full control effect
Target sequence (P48426 whole entry, looked up): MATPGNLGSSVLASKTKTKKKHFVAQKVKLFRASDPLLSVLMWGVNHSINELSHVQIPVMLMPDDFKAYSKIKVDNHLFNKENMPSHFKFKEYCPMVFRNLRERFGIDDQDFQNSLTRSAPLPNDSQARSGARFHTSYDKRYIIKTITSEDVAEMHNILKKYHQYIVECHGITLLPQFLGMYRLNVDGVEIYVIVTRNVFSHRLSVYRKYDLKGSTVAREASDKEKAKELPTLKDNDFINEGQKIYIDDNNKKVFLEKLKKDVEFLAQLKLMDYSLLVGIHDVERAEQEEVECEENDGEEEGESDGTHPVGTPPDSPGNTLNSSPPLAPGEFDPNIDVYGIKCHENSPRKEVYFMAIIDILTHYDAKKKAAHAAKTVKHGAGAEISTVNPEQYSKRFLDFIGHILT
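PI5P4Kalpha ADP-Glo assay; 5 microM ATP final; 60 min RT reaction; HEPES pH 7.4/EGTA/CHAPS, 5% DMSO; controls lacking substrate or enzyme; luminescent end-point.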
The depositor's hits bear a star; & = joins results of further samples; ! = not active in a repeat; [ ] = remark or other dose. Unless noted, calls follow the shape of the dose curve; as a rule, active = well fitted curve in the direction sought with a large enough effect; inconclusive = small, poorly fitted or top-dose-only effect, or another doubt; inactive = no such curve, though single readings can be large; an effect the other way counts as inactive or inconclusive.

Results for Cc1c(C(=O)N2CCN(C(=O)c3ccccc3)CC2)oc2ccc(F)cc12 ?
DRD3 agonist: -4; PLK1 PBD block: -7%; HEK293 tox: 4%; IL2 activator: -0.4; GLP1R ag: 1%; WRN helicase inh: -18%; DRD3 antagonist: 9; GLP1R inv ag: -17%; PI5P4Ka inh: -54*

What do the screens show for `C[C@H]1CN([C@@H](C)CO)C(=O)CCCn2nncc2CO[C@@H]1CN(C)Cc1cccc(C(F)(F)F)c1`?
DRD3 agonist: -8; PLK1 PBD block: -19%; HEK293 tox: -1%; IL2 activator: -3.0; GLP1R ag: 0%; WRN helicase inh: 10%; DRD3 antagonist: -23; GLP1R inv ag: -7%; PI5P4Ka inh: 2

What do the screens show for `N#CC1=C(N)NC(SCc2ccccc2)=C(C#N)C12CCCC2`?
DRD3 agonist: -5; PLK1 PBD block: inconclusive; HEK293 tox: -5%; IL2 activator: -1.8; GLP1R ag: 9%; WRN helicase inh: -23%; DRD3 antagonist: -5; GLP1R inv ag: -8%; PI5P4Ka inh: -63*

How did COc1ccc(C(=O)Nc2cc(S(=O)(=O)N3CCCCC3)ccc2C)cc1 do in these assays?
DRD3 agonist: 7; PLK1 PBD block: 9%; HEK293 tox: 4%; IL2 activator: -1.4; GLP1R ag: -4%; WRN helicase inh: -7%; DRD3 antagonist: 8; GLP1R inv ag: inconclusive; PI5P4Ka inh: -2

How did Cc1ccccc1NC(=O)CCCN1C(=O)C2CC=CCC2C1=O (centres undefined) do in these assays?
DRD3 agonist: 5; PLK1 PBD block: -3%; HEK293 tox: -9%; IL2 activator: -2.4; GLP1R ag: 2%; WRN helicase inh: 5%; DRD3 antagonist: 2; GLP1R inv ag: -2%; PI5P4Ka inh: -5

Results for Cc1[nH]c2ccccc2c1C(=O)C(C)OC(=O)C1CCC1 (centres undefined) ?
DRD3 agonist: 2; PLK1 PBD block: -6%; HEK293 tox: 14%; IL2 activator: -0.7; GLP1R ag: 0%; WRN helicase inh: -27%; DRD3 antagonist: 13; GLP1R inv ag: inconclusive; PI5P4Ka inh: -2

What do the screens show for `Cc1ccc(NC(=O)CCc2ccc(S(=O)(=O)N3CCOCC3)cc2)c(Cl)c1`?
DRD3 agonist: 3; PLK1 PBD block: -14%; HEK293 tox: 4%; IL2 activator: -0.2; GLP1R ag: 0%; WRN helicase inh: -5%; DRD3 antagonist: -3; GLP1R inv ag: -9%; PI5P4Ka inh: 0

How did COCCN(CCOC)c1cc(C)c(C#N)c2nc3ccccc3n12 do in these assays?
DRD3 agonist: -5; PLK1 PBD block: -2%; IL2 activator: 0.1; GLP1R ag: 2%; WRN helicase inh: -1%; DRD3 antagonist: 16; GLP1R inv ag: 7%; PI5P4Ka inh: -6

Results for O=c1nc2n(c3sc4c(c13)CCCC4)C(CBr)CS2 (centres undefined) ?
DRD3 agonist: -13; PLK1 PBD block: -29%; HEK293 tox: 5%; IL2 activator: -0.9; GLP1R ag: 0%; WRN helicase inh: -27%; DRD3 antagonist: -24; GLP1R inv ag: 30%; PI5P4Ka inh: -22

What do the screens show for `CCN(C(=O)COC(=O)c1cccnc1Nc1cccc(C(F)(F)F)c1)C1CCS(=O)(=O)C1` (centres undefined)?
DRD3 agonist: 3; PLK1 PBD block: -6%; HEK293 tox: 1%; IL2 activator: -0.2; GLP1R ag: 0%; WRN helicase inh: 2%; DRD3 antagonist: 9; GLP1R inv ag: -13%; PI5P4Ka inh: 23

How did CC(C)CC1Nc2ncnc(N3CCOCC3)c2N(Cc2ccccc2)C1=O (centres undefined) do in these assays?
DRD3 agonist: 60*!; PLK1 PBD block: -5%&3%; HEK293 tox: 0%&-10%; IL2 activator: 1.1&0.2; GLP1R ag: 6%&-2%; WRN helicase inh: -4%&-6%; DRD3 antagonist: 1&6; GLP1R inv ag: 27%&23%; PI5P4Ka inh: -3&2

Results for CC(Oc1ccc(Cl)cc1Cl)C(=O)Nc1cccc(O)c1 (centres undefined) ?
DRD3 agonist: 6; PLK1 PBD block: -3%; HEK293 tox: -8%; IL2 activator: 0.1; GLP1R ag: 5%; WRN helicase inh: 2%; DRD3 antagonist: 8; GLP1R inv ag: 5%; PI5P4Ka inh: -5

Results for Cc1cn2c(=O)c(C(=O)N3CCN(c4ccccc4F)CC3)cnc2s1 ?
DRD3 agonist: -1; PLK1 PBD block: 4%; HEK293 tox: -4%; IL2 activator: 0.6; GLP1R ag: 6%; WRN helicase inh: 7%; DRD3 antagonist: 4; GLP1R inv ag: 18%; PI5P4Ka inh: 0

How did COc1ccc(NC(=O)CN2CCC(C(=O)c3ccc(F)cc3)CC2)c(OC)c1 do in these assays?
DRD3 agonist: -17; PLK1 PBD block: 3%; HEK293 tox: 4%; IL2 activator: 0.5; GLP1R ag: 22%; WRN helicase inh: 0%[57.1 µM]; DRD3 antagonist: -73*; GLP1R inv ag: inconclusive; PI5P4Ka inh: 2

Results for COc1ccc(C(=O)NCCc2csc(-c3ccc(Cl)cc3)n2)cc1 ?
DRD3 agonist: 3; HEK293 tox: 1%; GLP1R ag: -1%; GLP1R inv ag: -27%

Reprinted at random: three compounds from above, in no set order.
Results for COc1ccc(C(=O)NCCc2csc(-c3ccc(Cl)cc3)n2)cc1 ?
DRD3 agonist: 3; HEK293 tox: 1%; GLP1R ag: -1%; GLP1R inv ag: -27%

Results for Cc1c(C(=O)N2CCN(C(=O)c3ccccc3)CC2)oc2ccc(F)cc12 ?
DRD3 agonist: -4; PLK1 PBD block: -7%; HEK293 tox: 4%; IL2 activator: -0.4; GLP1R ag: 1%; WRN helicase inh: -18%; DRD3 antagonist: 9; GLP1R inv ag: -17%; PI5P4Ka inh: -54*

What do the screens show for `CCN(C(=O)COC(=O)c1cccnc1Nc1cccc(C(F)(F)F)c1)C1CCS(=O)(=O)C1` (centres undefined)?
DRD3 agonist: 3; PLK1 PBD block: -6%; HEK293 tox: 1%; IL2 activator: -0.2; GLP1R ag: 0%; WRN helicase inh: 2%; DRD3 antagonist: 9; GLP1R inv ag: -13%; PI5P4Ka inh: 23

Later entries:
What do the screens show for `CC(=O)/C=C1\SC(CC(=O)O)C(=O)N1c1ccccc1` (centres undefined)?
DRD3 agonist: -7; PLK1 PBD block: -9%; HEK293 tox: 2%; IL2 activator: -3.1; GLP1R ag: -2%; WRN helicase inh: -2%; DRD3 antagonist: -13; GLP1R inv ag: -2%

How did COc1ccc(NC(=O)c2cccs2)cc1NC(=O)c1ccco1 do in these assays?
DRD3 agonist: -5; PLK1 PBD block: -19%; HEK293 tox: -4%; IL2 activator: -1.3; GLP1R ag: 1%; WRN helicase inh: -18%; DRD3 antagonist: -9; GLP1R inv ag: -12%; PI5P4Ka inh: -1

What do the screens show for `O=C(CSc1ccc2nnc(-c3ccccn3)n2n1)Nc1cccc(F)c1`?
DRD3 agonist: 0; PLK1 PBD block: -3%; HEK293 tox: -3%; IL2 activator: -0.9; GLP1R ag: -6%; WRN helicase inh: -20%; DRD3 antagonist: 6; GLP1R inv ag: 1%; PI5P4Ka inh: -9

What do the screens show for `COc1cccc(CNC(=O)COC(=O)CCc2cc(OC)c(OC)c(OC)c2)c1`?
DRD3 agonist: -6; PLK1 PBD block: -4%; HEK293 tox: 3%; IL2 activator: -2.3; GLP1R ag: 9%; WRN helicase inh: -11%; DRD3 antagonist: 19; GLP1R inv ag: 3%; PI5P4Ka inh: 3

Results for CCOc1ccc(NC(=O)CSc2nnc(Cc3cccn3C)n2-c2ccc(F)cc2)cc1 ?
DRD3 agonist: -1; PLK1 PBD block: -3%; HEK293 tox: -6%; IL2 activator: -3.2; GLP1R ag: 2%; WRN helicase inh: -4%; DRD3 antagonist: -11; GLP1R inv ag: inconclusive; PI5P4Ka inh: 0

How did CCCN(Cc1cc2cc(C)ccc2[nH]c1=O)S(C)(=O)=O do in these assays?
DRD3 agonist: 0; PLK1 PBD block: -6%; HEK293 tox: -20%; IL2 activator: 0.3; GLP1R ag: 3%; WRN helicase inh: 13%; DRD3 antagonist: 9; GLP1R inv ag: -1%; PI5P4Ka inh: -1

What do the screens show for `CCC(C)(C)NC(=O)COc1ccc(OCc2ccccc2)cc1`?
DRD3 agonist: 3; PLK1 PBD block: -4%; HEK293 tox: 23%; IL2 activator: 4.1; GLP1R ag: 2%; WRN helicase inh: 9%; DRD3 antagonist: 14; GLP1R inv ag: 0%; PI5P4Ka inh: -5

What do the screens show for `COc1cccc2c(=O)c3c(oc12)CCCC3`?
DRD3 agonist: 0; PLK1 PBD block: -7%; HEK293 tox: -15%; IL2 activator: -1.9; GLP1R ag: 18%; WRN helicase inh: 7%; DRD3 antagonist: 9; GLP1R inv ag: 70%[activator]; PI5P4Ka inh: -7

Results for CCOC(=O)[C@H](CCc1ccccc1)N[C@@H](C)C(=O)N1CCC[C@@H]1C(=O)O ?
DRD3 agonist: 74*; PLK1 PBD block: 1%; HEK293 tox: -2%; IL2 activator: -0.3; GLP1R ag: -5%; WRN helicase inh: 0%; DRD3 antagonist: 18; GLP1R inv ag: -9%; PI5P4Ka inh: 0

What do the screens show for `COc1ccc(OCc2cccc(C(=O)O)c2)cc1`?
DRD3 agonist: -1; PLK1 PBD block: 1%; HEK293 tox: -8%; IL2 activator: -6.8; GLP1R ag: -35%; WRN helicase inh: -26%; DRD3 antagonist: 16; PI5P4Ka inh: 6

How did Cc1ccccc1CC1CCN(CCCNC(=O)Nc2ccccc2)CC1 do in these assays?
DRD3 agonist: -5; PLK1 PBD block: -5%; HEK293 tox: -2%; IL2 activator: 0.9; GLP1R ag: -3%; WRN helicase inh: 0%; DRD3 antagonist: -83*; GLP1R inv ag: 10µM*; PI5P4Ka inh: 7

From PubChem

No enrichment for hits; overall some 7.8% were active at least once.
